CHRM1 PAM: potentiates human M1 receptor response to acetylcholine; AID 588819; CHO-K1 hM1, Fluo-8 calcium fluorescence, ACh EC20; 0% = ACh EC20, 100% = maximal ACh; actives 0.088% (n = 360,000); activation, % at 3 µM; P11229; in the data active = activation above about 19%, passing the limit was not always enough
CHRM4 antagonist: blocks acetylcholine activation of human M4 receptor | CHO-hM4 cells, ACh EC80, Fluo-8 calcium fluorescence | inhibition, % at 3 µM | actives 0.73% (n = 360,000) | AID 624125;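 active = inhibition above its plate's cutoff, the mean inhibition of sample wells plus 3 SD, cut at about 27% in these data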;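 note: 0% = acetylcholine EC80 with DMSO and 100% = DMSO without agonist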
CHRM5 PAM: potentiates acetylcholine response at human M5 receptor; P08912; CHO-K1 hM5, Fluo-8 calcium, ACh EC20 PAM; 0% = ACh EC20, 100% = ACh EC100; activation, % at 3 µM; actives 0.3% (n = 360,000); AID 624038;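 active = activation above the run cutoff, the mean activation of all test compounds plus 3 SD, cut at about 18% in these data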
Target sequence (P08912 whole entry, looked up): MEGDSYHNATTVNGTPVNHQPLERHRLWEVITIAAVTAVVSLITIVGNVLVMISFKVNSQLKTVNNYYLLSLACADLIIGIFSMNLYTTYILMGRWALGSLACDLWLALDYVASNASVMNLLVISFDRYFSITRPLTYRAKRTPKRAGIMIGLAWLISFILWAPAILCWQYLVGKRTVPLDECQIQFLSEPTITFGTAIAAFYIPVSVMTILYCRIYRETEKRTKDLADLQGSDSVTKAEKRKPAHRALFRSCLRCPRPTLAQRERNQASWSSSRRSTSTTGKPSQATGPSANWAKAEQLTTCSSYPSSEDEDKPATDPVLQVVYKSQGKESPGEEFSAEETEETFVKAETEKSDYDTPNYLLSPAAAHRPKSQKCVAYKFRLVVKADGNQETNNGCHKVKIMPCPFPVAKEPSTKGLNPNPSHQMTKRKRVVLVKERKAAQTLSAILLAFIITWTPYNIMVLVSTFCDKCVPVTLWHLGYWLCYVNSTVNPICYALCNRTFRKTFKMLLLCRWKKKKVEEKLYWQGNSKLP
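Assay system: CHO-K1 hM5 cells. Also added: acetylcholine at EC20 concentration, added after compound. Dosing: 3 µM, single dose. Times: compound preincubation 140 s before EC20 acetylcholine addition. Signal: Fluo-8 calcium fluorescence. Measure: % activation relative to EC20 and EC100 ACh responses. Repeats: singlicate, one well per test compound.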
M5 antag: CHRM5 antagonism in calcium assay; P08912; CHO-hM5 cells, Fluo-8 calcium fluorescence, ACh EC80; inhibition, % at 3 µM; actives 0.59% (n = 360,000); AID 624040;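 active = inhibition above a per-plate cutoff, the mean of that plate's test compounds plus 3 SD, cut at about 27% in these data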;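 note: 0% = acetylcholine EC80 with DMSO and 100% = DMSO without agonist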
M4 ag: agonists of human muscarinic M4 receptor (CHRM4); P08173; activation, % at 3 µM; CHO-K1 hM4/Gqi5, Fluo-8 calcium fluorescence; vehicle 0%, full acetylcholine response 100%; actives 0.14% (n = 360,000); AID 624127;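 active = activation above the run mean over all test wells plus 3 SD, cut at about 32% in these data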;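 note: peak over basal fluorescence ratio per well then scaled between controls; 0% = DMSO wells and 100% = acetylcholine at EC100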
M4 PAM: potentiates acetylcholine response at human M4 receptor | P08173 | CHO-K1 hM4/Gqi5, Fluo-8 calcium fluorescence, ACh EC20; 0% = ACh EC20, 100% = maximal ACh | activation, % at 3 µM | actives 0.4% (n = 360,000) | AID 624126;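 active = activation above its plate's cutoff, the mean activation of sample wells plus 3 SD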; note: some results filed as inactive read as strong as hits
CRFBP-R2 block: blocks CRF-induced signaling of the CRF-BP/CRF-R2 complex. inhibition, % at 11.8 µM. HEK293 CRF-R2/CRF-BP, CRF-induced calcium fluorescence. actives 0.59% (n = 350,000);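 active = inhibition of the ligand-induced calcium signal above about 50% at the single tested concentration, limit read from the data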
CRFR2-BP ag: CRF-BP/CRF-R2 complex agonism. HEK293 CRF-R2/CRF-BP, calcium dye fluorescence (FLIPR); percent of saturating CRF peptide response. activation, % at 13.2 µM. actives 0.46% (n = 350,000). AID 588473;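 active = activation of at least 50%, plus an integration ratio under a set limit after plate pattern correction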;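 note: plate controls were neutral control wells without compound for no effect and CRF at EC100 for full effect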
M5 ag: agonists of human muscarinic M5 receptor (CHRM5). P08912. CHO-K1 hM5 cells, Fluo-8 calcium fluorescence; 0% DMSO wells, 100% maximal acetylcholine response. activation, % at 3 µM. actives 0.19% (n = 360,000). AID 624037;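 active = activation above the run's mean over test compounds plus 3 SD, cut at about 23% in these data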;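 note: signal is peak over basal fluorescence ratio across the kinetic read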
* hit, by the source's call; / = not tested or not shown.

nr	structure	M4 PAM	CHRM5 PAM	M5 ag	CRFBP-R2 block	CHRM1 PAM	M4 ag	CRFR2-BP ag	CHRM4 antagonist	M5 antag
1	COc1ccc(CNc2nc(C)c([N+](=O)[O-])c(C)c2C#N)cc1	1	0	-2	17	-6	0	-2.5	6	-2
2	COc1cccc(CN2CCNC(=O)C2CC(=O)N(Cc2cnn(C)c2)C(C)C)c1 (stereo unspecified)	-10	-13	1	-11	-15	18	5.9	-4	3
3	CN1CCN(C(=O)c2cccc(-c3ccc4nccn4c3)c2)CC1	-1	-3	0	/	6	0	/	4	4
4	CC(C)N1CCc2c(sc(NC(=O)C3CCCCC3)c2C(N)=O)C1	9	-2	1	-8	13	1	22	-14	2
5	CC1(C(=O)NC2CCCCC2)CCC(=O)N1Cc1cccnc1 (stereo unspecified)	8	-8	2	0	6	1	-1.7	-7	2
6	CC(=O)c1ccccc1OCC(O)CN1CCN(c2ccccn2)CC1 (stereo unspecified)	4	7	-6	-16	12	3	1.9	-11	2
7	Cc1c(Cl)cccc1NC(=S)Nn1cnnc1	10	3	3	2	12	1	1.2	-15	0
8	CC(=O)n1c2ccccc2c2ccccc21	0	8	-5	-13	-1	-1	-0.9	-3	-8
9	CN1CCS/C1=C/C=C1/SC(=S)N(Cc2ccccc2)C1=O	-7	-4	16	-78	-8	9	36	21	13
10	Cc1ncc(CN2CCC(n3nccc3NC(=O)c3ccccc3)CC2)s1	1	6	-5	5	7	1	-0.4	-5	-3
11	O=C(Cc1ccc([N+](=O)[O-])cc1)Nc1ccc(C(=O)N2CCOCC2)cc1	10	2	7	-1	-6	3	-2.0	2	1
12	COc1ccc(CNc2ccc(C)c(C)c2)cc1	3	-4	1	12	7	2	-1.0	-3	8
13	NC(N)=N/N=C/c1ccc(OCc2ccc(Cl)cc2Cl)cc1	4	1	-3	-69	2	2	-1.9	5	6
14	Cc1csc(SCc2ccc(C(=O)O)cc2)n1	-2	2	0	16	3	1	-0.5	3	-9
15	NC(c1csc(NC(=O)c2cccc(OC(F)(F)F)c2)n1)c1ccccc1Cl (stereo unspecified)	0	0	4	/	5	15	/	7	10
16	CCCOc1c(OC)cccc1C1CC(=O)Nc2cc3c(cc21)OCO3 (stereo unspecified)	4	0	-2	-8	7	-1	0.6	-4	-18
17	COc1ccc(OC)c(S(=O)(=O)Nc2cccc(-c3ccc4nncn4n3)c2)c1	-3	-6	-1	-1	11	3	-2.1	-7	10
18	O=C(Nc1ccccc1C(=O)N1CCCCCC1)c1ccc(F)cc1	4	5	-3	-14	14	1	-1.2	-9	2
19	COc1ccc(C(=O)C2CCN(C(=S)NCC3CCCO3)CC2)cc1 (stereo unspecified)	-2	-5	6	-20	2	4	0.0	4	9
20	COc1ccc(C(CNC(=O)c2ccc(NS(=O)(=O)c3ccc(F)cc3)cc2)N2CCOCC2)cc1 (stereo unspecified)	-2	-6	-6	5	1	4	0.0	1	20
21	COc1cccc(NC(=O)CSc2nnc(CN3CCOCC3)n2C)c1	4	9	-7	10	4	0	0.9	3	4
22	CN1OC[C@@H]2CN(C(=O)CCc3ccccc3)[C@H](c3cccc(N4CCOCC4)c3)C[C@@H]21	4	2	1	4	1	-1	0.2	7	5
23	COc1ccc(NS(=O)(=O)c2cc3c4c(c2)C(C)C(=O)N4CCC3)cc1 (stereo unspecified)	2	6	-2	3	4	1	0.5	8	-7
24	COC(=O)CCN(C(=O)c1cccc([N+](=O)[O-])c1)c1ccccn1	0	-4	1	-1	3	0	0.2	4	8
25	Cc1ccc(-c2nc(N3CCOCC3)sc2C(=O)N2CCCCC2)cc1	4	-2	-2	1	14	0	-0.1	-9	3
26	Cc1cccc(Nc2nc(-c3ccccn3)cs2)n1	4	-1	-1	-16	-4	8	-0.1	-3	-1
27	COc1cc(/C=C2\SC(=O)NC2=O)ccc1OCc1ccc(Cl)nc1	-2	3	-2	7	10	1	-1.3	-5	2
28	Cc1csc(NC(=O)CSc2nnc(-c3cccnc3)o2)n1	6	-7	-5	2	16	1	-0.6	-6	14
29	COc1cccc(/C=N/n2c(-c3n[nH]c4c3CCC4)n[nH]c2=S)c1OC	-37	-15	-13	-16	-26	1	0.4	12	5
30	COc1ccccc1N1CCN(CC(=O)N2N=CCC2c2ccccc2)CC1 (stereo unspecified)	-13	-8	2	-6	2	2	1.4	13	3
31	CC(Cc1ccsc1)NC(=O)CCc1nnc(CCc2ccccc2)o1 (stereo unspecified)	-4	-1	-2	1	10	1	2.2	5	-4
32	COc1ccc(C2C(C(C)=O)=C(O)C(=O)N2C)c(OC)c1 (stereo unspecified)	-2	-9	-5	16	3	1	0.4	1	14
33	Cc1c(C(=O)N2CCCC(C(F)(F)F)C2)oc2ccccc12 (stereo unspecified)	2	-8	-4	-2	-1	-2	-0.4	-16	6
34	Cc1nonc1C1CCCN1Cc1nc(-c2ccccc2Cl)oc1C (stereo unspecified)	-7	-8	-4	5	-1	0	-0.1	-1	16
35	COc1ccccc1C(=O)NCCC(=O)N(C)CC(=O)Nc1ccccc1Br	-6	-4	-2	5	-1	0	0.4	7	11
36	O=C(CNCc1ccco1)Nc1cc(S(=O)(=O)N2CCOCC2)ccc1N1CCCC1	2	-2	1	2	18	1	-0.7	-2	8
37	O=C(Cc1ccc([N+](=O)[O-])cc1)N1CCN(c2ccc([N+](=O)[O-])cc2)CC1	-6	4	4	19	0	4	-0.6	2	4
38	CC(=O)NC(CC(=O)Nc1ccc(S(=O)(=O)NC2=NCCCCC2)cc1)c1ccccc1 (stereo unspecified)	7	-6	-2	-1	14	0	0.3	4	6
39	O=C(O)c1ccccc1N/N=C/c1cc(Br)cc(Br)c1O	-2	6	3	42	8	-1	-5.9	5	-3
40	CCCn1cnc2sc(CC)cc2c1=O	-2	-1	-4	-8	-9	0	0.3	14	-2

Some entries already given, showing only CHRM4 antagonist:
entry	SMILES	CHRM4 antagonist
34	Cc1nonc1C1CCCN1Cc1nc(-c2ccccc2Cl)oc1C (stereo unspecified)	-1
36	O=C(CNCc1ccco1)Nc1cc(S(=O)(=O)N2CCOCC2)ccc1N1CCCC1	-2
39	O=C(O)c1ccccc1N/N=C/c1cc(Br)cc(Br)c1O	5

Going on with the list.
nr	structure	M4 PAM	CHRM5 PAM	M5 ag	CRFBP-R2 block	CHRM1 PAM	M4 ag	CRFR2-BP ag	CHRM4 antagonist	M5 antag
41	O=S(=O)(Nc1cccc(-n2cnnn2)c1)c1ccccc1F	4	0	-3	-7	7	0	-0.9	-4	11
42	O=C(CSc1ccc(Cl)cc1)NCc1ccncc1	-2	-10	-13	0	-15	1	-0.2	-2	9
43	Cc1ccc(-n2c(C)cc(/C=C3/C(=N)N4C(c5ccccc5)=CSC4=NC3=O)c2C)cc1	-2	-3	-1	29	6	2	6.5	2	6
44	COc1ccc(NC(=S)Nc2cccnc2)c(OC)c1	4	8	-4	6	8	0	1.2	-6	4
45	Cc1nc2ccc(-c3nc4ccccc4o3)cc2[nH]1	0	-7	1	1	9	12	0.1	-12	4
46	Cc1nc2ccc(N=NC3=C(O)CCCC3=O)cc2s1	1	-7	0	-3	10	1	-1.1	9	1
47	N#CCOC(=O)[C@H](Cc1c[nH]c2ccccc12)NS(=O)(=O)c1ccc(Cl)cc1	3	4	4	-10	8	6	1.7	2	2
48	CCOC(=O)CN(c1sc(C)c(C)c1C(=O)OCC)S(=O)(=O)c1ccc(C)cc1	0	-9	-4	-29	-2	-1	3.6	-6	9
49	Cc1ccc(C(=O)N2CCN(c3ccccn3)CC2)cc1C	15*	1	2	0	15	2	0.3	-4	11
50	Cc1ccc(O)c(C(=O)CC(=O)c2ccccc2Cl)c1	-3	-2	-4	-2	5	-2	2.0	-3	3
51	CCn1c(O)c2ccc(C(=O)N=NC(=O)c3ccccc3)cc2c1O	12	-5	-1	-11	9	3	0.1	-7	-6
52	CCn1cc(C2C3=C(CC(C)(C)CC3=O)N(c3ccccc3)C3=C2C(=O)CC(C)(C)C3)c(C)n1	0	3	-3	20	1	1	7.3	-12	-1
53	O=C(CN(Cc1ccccc1)S(=O)(=O)c1ccc2c(c1)OCCO2)N/N=C/c1cccc(Br)c1	3	-1	1	-12	12	1	0.0	6	1
54	Cc1cn([C@H]2C[C@H](O)[C@@H](CNC(=O)[C@H](N)C3CC3)O2)c(=O)[nH]c1=O	0	3	3	-10	3	1	0.9	-11	-1
55	Cc1cc(NS(=O)(=O)c2ccc(CC(C)C)cc2)no1	0	0	-1	10	2	1	1.3	0	2
56	O=C(CCCN1C(=O)/C(=C/c2ccccc2Cl)SC1=S)Nc1cccnc1	-7	0	-1	-9	-2	1	-0.6	12	13

Five entries out of the list, ordered by formula weight, smallest number first:
nr	structure	M4 PAM	CHRM5 PAM	M5 ag	CRFBP-R2 block	CHRM1 PAM	M4 ag	CRFR2-BP ag	CHRM4 antagonist	M5 antag
50	Cc1ccc(O)c(C(=O)CC(=O)c2ccccc2Cl)c1	-3	-2	-4	-2	5	-2	2.0	-3	3
49	Cc1ccc(C(=O)N2CCN(c3ccccn3)CC2)cc1C	15*	1	2	0	15	2	0.3	-4	11
54	Cc1cn([C@H]2C[C@H](O)[C@@H](CNC(=O)[C@H](N)C3CC3)O2)c(=O)[nH]c1=O	0	3	3	-10	3	1	0.9	-11	-1
52	CCn1cc(C2C3=C(CC(C)(C)CC3=O)N(c3ccccc3)C3=C2C(=O)CC(C)(C)C3)c(C)n1	0	3	-3	20	1	1	7.3	-12	-1
53	O=C(CN(Cc1ccccc1)S(=O)(=O)c1ccc2c(c1)OCCO2)N/N=C/c1cccc(Br)c1	3	-1	1	-12	12	1	0.0	6	1

Screening data (PubChem)
